# FLuc counter – qHTS profiling assay for firefly luciferase inhibitor/activator using purifed enzyme and Km concentrations of substrates (counterscreen for miR-21 project) | 360,000 compounds, 6.9% hits | Potency, µM (highest dose often 57.5 µM), for the others: top-dose activity change, negative = inhibition, most hits filed as inhibitors | purified FLuc, Km substrates, luminescence inhibition | AID 588342, 2011;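 also: potency is read from the fitted curve at half-maximal effect; plate controls were vehicle for no effect and reference inhibitor for full effect; nearly all actives have a fitted effect of over 55% in size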
# Target sequence (P08659 whole entry, looked up): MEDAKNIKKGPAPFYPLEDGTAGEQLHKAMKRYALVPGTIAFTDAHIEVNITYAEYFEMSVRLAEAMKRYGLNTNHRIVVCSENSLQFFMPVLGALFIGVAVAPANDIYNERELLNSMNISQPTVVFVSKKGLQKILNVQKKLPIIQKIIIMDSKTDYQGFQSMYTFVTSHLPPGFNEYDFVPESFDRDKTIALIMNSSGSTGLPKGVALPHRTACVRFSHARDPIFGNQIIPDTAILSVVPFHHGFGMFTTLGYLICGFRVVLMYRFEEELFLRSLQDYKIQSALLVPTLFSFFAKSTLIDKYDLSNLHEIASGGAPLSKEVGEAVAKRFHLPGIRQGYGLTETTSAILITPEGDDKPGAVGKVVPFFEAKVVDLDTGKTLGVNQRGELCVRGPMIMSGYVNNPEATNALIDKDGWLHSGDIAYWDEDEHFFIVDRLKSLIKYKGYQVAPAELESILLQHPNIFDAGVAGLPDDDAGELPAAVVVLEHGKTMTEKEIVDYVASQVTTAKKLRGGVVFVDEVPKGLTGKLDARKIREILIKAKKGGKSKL
#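 Biochemical qHTS of compounds, final roughly 60 µM downward over six points, against 10 nM purified firefly luciferase using Km concentrations of substrates (10 uM D-luciferin, 10 uM ATP) in Tris acetate pH 7.5 buffer; luminescence output.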
# Gal4-VP16 FLuc – VP16 counterscreen qHTS for inhibitors of ROR gamma transcriptional activity; Drosophila S2 Gal4-VP16 UAS-luciferase, luminescence, 20 h; Potency, µM (doses to about 53.6 µM), for inactives: at the highest dose activity, negative = inhibition, actives largely listed as inhibitors; 310,000 compounds, 3.5% hits; AID 2546, 2010;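 also: Gal4-VP16 expression switched on by copper sulfate through the metallothionein promoter; potency is read from the fitted curve at half-maximal effect; % is scaled to controls: 0 for no effect and ±100 for the full control effect; nearly all actives have a fitted effect of over 50% in size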
# MBNL1 CUG block – qHTS Assay for Inhibitors of MBNL1-poly(CUG) RNA binding; 280,000 compounds, 0.036% hits; Muscleblind-like protein 1 (Homo sapiens), Q9NR56; TR-FRET MBNL1-His/biotin-(CUG)12 binding, 665/545 ratio; AID 2675, 2010; Potency, µM (titrated, usually from 57.5 µM), inactives show at the highest dose activity change, negative = inhibition, hits mostly inhibitors; active = well fitted inhibition curve with a large enough effect in the signal ratio, with a control signal flat, not every such curve was filed as active; inconclusive = small, poorly fitted or top-dose-only effect, or effect the other way, or a change in a side signal; inactive = no such curve, though single readings can be large or run the other way; the % refers to the signal ratio; also: potency is read from the fitted curve at half-maximal effect; % is scaled to controls: 0 for no effect and ±100 for the full control effect
# Target sequence (Q9NR56 whole entry, looked up): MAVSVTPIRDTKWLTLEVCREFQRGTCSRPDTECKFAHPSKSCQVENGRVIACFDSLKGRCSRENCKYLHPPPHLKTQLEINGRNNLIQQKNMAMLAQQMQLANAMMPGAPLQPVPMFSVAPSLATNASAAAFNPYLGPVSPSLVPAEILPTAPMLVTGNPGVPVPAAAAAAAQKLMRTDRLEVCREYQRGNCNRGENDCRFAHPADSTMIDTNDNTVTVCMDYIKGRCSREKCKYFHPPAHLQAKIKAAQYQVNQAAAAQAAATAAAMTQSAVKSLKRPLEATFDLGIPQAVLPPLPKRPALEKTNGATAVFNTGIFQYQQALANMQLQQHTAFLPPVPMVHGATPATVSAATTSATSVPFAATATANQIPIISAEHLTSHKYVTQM
#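 Compounds (final 92 nM to 58 uM) are added to His-tagged MBNL1 and biotin-(CUG)12, then terbium anti-His antibody and streptavidin-XL665 (5 nM final). After 60 min at room temperature, the 665/545 nm ratio is read.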
# KCNH2 3.1 block – qHTS for Inhibitors of KCHN2 3.1: Mutant qHTS; Potassium voltage-gated channel subfamily H member 2, brain isoform KCNH2 3.1 (human); U2OS KCNH2 3.1, thallium flux FluxOr; active compounds read low; activity change, % (tested at about 1.8 µM); 340,000 compounds, 0.95% hits;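 active = maximum activity change below -70%; inconclusive = maximum activity change from -70% to -50%; inactive = maximum activity change above -50%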;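 also: thallium influx rate constant from kinetic fluorescence after stimulation buffer; % is scaled to controls: 0 for no effect and ±100 for the full control effect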
#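 We transduce U2OS cells with the mutant 3.1 virus, culture them overnight, load FluxOr with Red40 quencher for 45 min, then add stimulation buffer and read kinetically for 2 min to derive a normalized rate constant.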
# RORg inh – qHTS for inhibitors of ROR gamma transcriptional activity; Potency, µM (series often up to 53.6 µM), inactives show at the top dose activity change, negative = inhibition, hits mostly inhibitors; 310,000 compounds, 5.4% hits; Drosophila S2 Gal4-RORgamma UAS-luciferase reporter, 20 h; AID 2551, 2010; Nuclear receptor ROR-gamma (Mus musculus), P51450; also: potency is read from the fitted curve at half-maximal effect; % is scaled to controls: 0 for no effect and ±100 for the full control effect; nearly all actives have a fitted effect of over 60% in size
#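 Stably transfected Drosophila Schneider cells are the test system, with ROR gamma fused to Gal4 and luciferase under UAS control; luminescence is read after 20 hr of 700 uM copper sulfate induction at ambient temperature.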
# ELG1 repair inh – qHTS screen for small molecules that inhibit ELG1-dependent DNA repair in human embryonic kidney (HEK293T) cells expressing luciferase-tagged ELG1 | HEK293T ELG1-luciferase reporter, luminescence, 16 h; DNA damage induced by 5-fluorouridine | Potency, µM (series often up to 46.1 µM), without a hit: at the highest dose activity change, negative = inhibition, most hits filed as inhibitors | AID 504467, 2011 | 330,000 compounds, 2.3% hits; also: potency is read from the fitted curve at half-maximal effect; % is scaled to controls: 0 for no effect and ±100 for the full control effect; nearly all actives have a fitted effect of over 55% in size
#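 Luminescence from the luciferase reporter, measured 30 min after ONE-Glo reagent at room temperature, was the read-out. Beforehand, 2,000 cells per well were exposed for 16 hr at 37 °C to 5-fluorouridine together with compound or vehicle.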
# NPC1 promoter act – qHTS Assay for NPC1 Promoter Activators. Huh7 NPC1 promoter luciferase reporter, 24 h. Potency, µM (doses to about 9.22 µM), inactives show at the top dose activation, usual class: activators. 320,000 compounds, 2.4% hits. AID 485313, 2010;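 also: potency is read from the fitted curve at half-maximal effect; % of control where 0% means no effect; nearly all actives have a fitted effect of over 60% in size; reporter is driven by a mutant NPC1 promoter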
#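 Huh7 reporter cells (NPC1 promoter driving luciferase) are dosed with compound for 24 h at 37 °C, 5% CO2; luciferase detection reagent is then added and luminescence measured after 10 min at ambient temperature.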
# Menin MLL FP TR – qHTS Assay for Inhibitors Targeting the Menin-MLL Interaction in MLL Related Leukemias: Competition With Texas Red Labeled MLL-derived Mutant Peptide; O00255; Menin + Texas Red MLL mutant peptide, fluorescence polarization; Potency, µM (titrated, usually from 61.6 µM), without a hit: top-dose FP activity change, negative = inhibition, hits mostly inhibitors; 270,000 compounds, 0.23% hits; AID 1768, 2009; active = well fitted inhibition curve with a large enough effect in the polarisation, with a control signal flat, not every such curve was filed as active; inconclusive = small, poorly fitted or top-dose-only effect, or effect the other way, or a change in a side signal; inactive = no such curve, though single readings can be large or run the other way; the % refers to the polarisation; also: potency is read from the fitted curve at half-maximal effect; % of control where 0% means no effect; many of its hits are not listed in these tables
# Mito fusion act – qHTS Assay for Small Molecule Inhibitors of Mitochondrial Division or Activators of Mitochondrial Fusion | S. cerevisiae fusion-defective mutant growth rescue, CellTiterGlo 48 h | AID 485298, 2010 | Potency, µM (series often up to 46.1 µM), for inactives: top-dose growth rescue (activation), hits mostly activators | 320,000 compounds, 0.23% hits;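 also: potency is read from the fitted curve at half-maximal effect; % of control where 0% means no effect; nearly all actives have a fitted effect of over 45% in size; temperature-sensitive fusion mutants such as fzo1-1 at 37 °C on non-fermentable ethanol glycerol medium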
#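 S. cerevisiae fusion-defective temperature-sensitive mutants (e.g. fzo1-1, mgm1-5) grown 48 h at 37C in YPEG (ethanol/glycerol non-fermentable) medium with 23 nl compound per well; growth rescue read as CellTiterGlo luminescence.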
# PKM2 act – qHTS Assay for Activators of Human Muscle isoform 2 Pyruvate Kinase; purified PKM2, Kinase-Glo ATP luminescence, activation; response scale: 0% is enzyme alone, no compound; 260,000 compounds, 0.34% hits; AID 1631, 2009; Potency, µM (titrated, usually from 57.5 µM), inactives show at the top dose activation, most hits filed as activators; also: potency is read from the fitted curve at half-maximal effect; % is scaled to controls: 0 for no effect and ±100 for the full control effect; nearly all actives have a fitted effect of over 55% in size
#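 Purified hPK-M2 (>95% pure) converted ADP (0.1 mM final) to ATP with 0.5 mM PEP in 50 mM imidazole pH7.2, KCl, MgCl2, Tween 20, BSA; 1 h at room temperature. ATP detected by Kinase-Glo luminescence.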
# Rab9 prom act – qHTS Assay for Rab9 Promoter Activators. Huh7 Rab9 promoter-luciferase reporter, luminescence, 24 h. 320,000 compounds, 2.8% hits. Potency, µM (titrated, usually from 9.22 µM), for inactives: at the top dose activation, negative = inhibition, actives largely listed as activators; also: potency is read from the fitted curve at half-maximal effect; % of control where 0% means no effect; nearly all actives have a fitted effect of over 60% in size
#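 Cells were plated at 1500 per well in reduced-serum medium with 10% FBS and left 2 h. Compound in DMSO was then added for 24 h at 37 °C. Reporter signal was read by luminescence after 10 min with luciferase detection reagent.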
# An asterisk follows results filed as active; ? = inconclusive; / = no result given; & = joins results of further samples; [ ] = remark or other dose. Unless noted, calls follow the shape of the dose curve; as a rule, active = well fitted curve in the direction sought with a large enough effect; inconclusive = small, poorly fitted or top-dose-only effect, or another doubt; inactive = no such curve, though single readings can be large; an effect the other way counts as inactive or inconclusive. These rows are one share of the data (hit frequency here may not be typical).
SMILES,FLuc counter,Gal4-VP16 FLuc,MBNL1 CUG block,KCNH2 3.1 block,RORg inh,ELG1 repair inh,NPC1 promoter act,Menin MLL FP TR,Mito fusion act,PKM2 act,Rab9 prom act
O=C(CN1CCN(S(=O)(=O)c2ccc(F)cc2)CC1)Nc1ccc(Cl)cn1,-1.2%,-1.7%,-3.5%,9.0,54.9%,-21.5%,-2.3%,5.9%,-2.4%,28.1%,-0.7%
Cc1c(C)n(Cc2ccccc2)c2ccc(C(=O)NCCCN3CCOCC3)cc12,1.3%,6.1%,3.0%,10.9,-13.8%,9.1%,0.7%,-8.4%,-1.1%,-0.8%,-1.2%
Cc1[nH]n(-c2ccccc2)c(=O)c1C=NCC1CCCO1 (stereo unspecified),-11.4%,21.0%,4.4%,12.1,19.4%,?,9.4%,-0.7%,-1.9%,-9.1%,20.6%
CS(=O)(=O)c1ccc(Cl)c(NC(=O)COC(=O)c2ncc(Cl)c(Cl)c2Cl)c1,3.9%,/,/,-3.0,/,6.5%,0.1%,/,-5.4%,/,-5.8%
C=CCn1c(SCc2nc3ccccc3[nH]2)nnc1-c1cccc(OC)c1,2.0%,4.8%,4.9%,-1.1,-35.2%,?,-2.0%,-29.3%,-0.4%,-0.3%,5.8%
O=C(N/N=C/c1ccncc1)c1cccc([N+](=O)[O-])c1,-0.2%,-1.9%,?,/,7.4%,2.2%,-4.5%,0.8%,-4.6%,-2.3%,-3.1%
Cc1ccc(CNS(=O)(=O)c2ccc(C(C)(C)C)cc2)n1C,-8.7%,13.6%,4.4%,17.0,0.3%,1.5%,-4.6%,1.6%,-0.7%,-8.0%,-3.7%
CC(C)(C)OC(=O)NNC(=S)NCc1ccc(Cl)cc1,6.9%,?,-1.0%,-6.0,14.1µM*,-3.9%,-4.7%,20.2%,-9.3%,-1.2%,-19.8%
CC(=O)OC(C)(C)C1Cc2cc3ccc(=O)oc3cc2O1 (stereo unspecified),-12.3%,6.1%&-27.1%,7.0%,0.6,34.3%&36.0%,0.0%,15.0%,-5.1%&-8.4%,3.3%,/,15.4%
Cn1c(=O)[nH]c(=O)c2c1nc(Br)n2Cc1ccccc1Cl,2.3%,-0.7%,2.6%,0.7,-19.9%,-3.1%,-1.6%,5.0%,-0.7%,-2.7%,-6.3%
C=CCN(C(=O)CCC(=O)O)C1CC(=O)N(c2ccc(OCCC)cc2)C1=O (stereo unspecified),1.1%,-9.4%,-4.9%,-1.2,23.9%,1.3%,3.0%,-10.6%,2.5%,0.8%,-4.4%
Cc1c(O)ccc2c3c(c(=O)oc12)CCC(C)C3 (stereo unspecified),-7.5%,?,-7.9%,-13.0,-33.4%,-16.5%,15.8%,6.4%,11.9%,3.0%,-5.8%
CCN(Cc1ccncc1)C(=O)C1CCC(=O)N(Cc2ccc(Cl)cc2)C1 (stereo unspecified),1.4%,0.6%,1.3%,-0.4,-1.4%,1.0%,-1.4%,/,1.5%,0.2%,9.9%
CCOc1ccc(C)cc1S(=O)(=O)n1ccnc1,5.4%,/,-9.9%,0.0,-27.7%[0.365 µM],13.7%,-3.6%,?,10.8%,6.4%,0.0%
CCN(CC)CCN1C(=O)C2C(C(=O)Nc3ccc(Br)cc3)C3C=CC2(O3)C1C(=O)NC1CCCCC1 (stereo unspecified),1.5%,4.1%,-6.3%,-18.9,3.5%,24.9%,-3.5%,-7.6%,0.7%,-1.2%,-1.7%
Cc1cc(C)c2nc(-c3ccccn3)cc(C(=O)Nc3ccc(S(=O)(=O)Nc4cc(C)on4)cc3)c2c1,?,?,8.6%,-16.9,?,6.0%,0.4%,?,-0.7%,-2.8%,-6.6%
CNC(=O)c1ccc(NC(=O)C2CCN(c3ncnc4sc(C)c(C)c34)CC2)cc1,0.5%,-3.8%,55.5%[activator],-0.1,-34.4%,9.2µM*,7.1%,2.6%,-1.5%,-5.0%,2.1%
O=C(NCCSc1c(-c2ccccc2)[nH]c2ccccc12)c1cc2ccccc2oc1=O,-0.4%,-0.2%,29.0%,-4.8,39.5%,-0.5%,-1.4%,-5.5%,26.7%,0.5%,0.7%
O=C(Nc1c(Cl)cc(Cl)cc1-c1nc2ccccc2s1)c1ccc(Br)o1,5.7%,-2.1%,9.6%,-16.7,-2.6%,-11.8%,-0.5%,?,10.6%,1.8%,2.2%
Cc1ccc(N2CCN(C(=O)c3ccccc3NC(=O)C3CC=CCC3C(=O)O)CC2)cc1 (stereo unspecified),-1.6%,-4.6%,-20.0%,-1.1,-0.6%,16.8%,-1.3%,-15.3%,-0.1%,0.9%,1.4%
COc1cccc(C2SCC(=O)N2c2ccc(C)cc2)c1OC (stereo unspecified),-0.1%,0.0%,/,-3.1,0.8%,2.9%,-3.0%,-5.6%,-8.6%,-10.0%,1.2%
COc1ccc(-c2cc(-c3ccc(OC)c(OC)c3)n[nH]2)c(O)c1,5.36µM*,?,-10.9%,25.1,3.98µM*,?,?,?,-5.5%,-2.6%,?
O=C(NCCC1=CCCCC1)C1CCN(S(=O)(=O)N2CCOCC2)CC1,0.2%,-10.2%,-13.6%,-71.0*,-1.8%,-5.1%,-3.2%,-3.7%,-0.1%,0.9%,-5.3%
COc1ccc(C(=O)N/N=C/c2ccc(OC(=O)c3ccccc3)cc2)cc1,-0.3%,-5.9%,/,-24.9,-22.6%,?,0.7%,?,2.6%,-4.3%,5.7%
COc1ccc(/C=C2\CCCC3C2=NC(=S)NC3c2ccc(OC)cc2)cc1 (stereo unspecified),6.3%,12.6µM*,-3.8%,-19.2,6.31µM*,?,-15.1%,7.0%,?,0.3%,-13.4%
CCOC(=O)Cc1csc(NC(=O)c2cc(=O)c3ccccc3o2)n1,16.9µM*,10.4%,?,17.7,?,0.6%,-2.0%,55.2%[activator],5.6%,-9.1%,12.7%
Cc1c(C=O)c2ccccc2n1CC(=O)NCc1ccccc1,-2.0%,3.1%,1.7%,34.6,?,-9.8%,-2.1%,8.8%,15.0%,8.4%,-4.2%
Cc1cccc2sc(NC(=O)c3cccc(S(=O)(=O)N4CCc5ccccc54)c3)nc12,-0.1%,-0.4%,-8.7%,-10.9,-4.8%,-8.0%,14.7%,-5.3%,-2.4%,-0.9%,-6.3%
C/C(CC(=O)Nc1ccc2c(c1)OCO2)=N\NC(=O)OC(C)(C)C,-1.8%,10.6%,-5.3%,4.5,-0.7%,?,-2.2%,-3.2%,1.7%,-0.9%,0.9%
CN1C(=O)/C(=C2\SC(=S)N(NC(=O)c3cccnc3)C2=O)c2ccccc21,-12.7%,?,14.3%,-14.2,?,2.0%,-1.7%,10.8%,0.4%,-8.1%,1.7%
COc1ccc(C(=O)Nc2ccnc(-c3cccnc3)n2)cc1,?,-20.8%,-4.2%,-17.8,17.8%,?,15.5%,3.2%,0.9%,-5.5%,-4.9%
COc1ccc(CCC(=O)NNC(=S)Nc2cccc(C(C)=O)c2)cc1,0.2%,6.5%,-2.3%,8.8,-27.6%,1.8%,1.1%,-0.5%,-4.7%,-16.1%,0.9%
Cc1cc(C)cc(OCC(=O)OCCN2C(=O)c3ccccc3C2=O)c1,-5.1%,2.7%,-11.7%,5.1,-0.3%,?,4.5%,2.7%,2.2%,9.9%,12.9%
CSCC[C@H](NC(=O)OC(C)(C)C)C(=O)NCC1CCC(C(=O)O)CC1 (stereo partly specified),4.8%,-2.4%,-1.7%,10.2,-9.8%,21.3%,-5.4%,/,1.7%,-0.4%,-2.3%
COc1ccc(N2CCN(S(=O)(=O)CCNC(=O)C3CC3)CC2)cc1,5.0%,/,/,4.2,/,-2.2%,-3.7%,/,0.1%,/,2.0%

# Compound activity as filed in PubChem.
